Screening results as filed in PubChem.
GalR3 antag = GalR3 antagonists in HEK293 cells, primary screen, cell-based, fluorescence readout | Galanin receptor type 3 (Homo sapiens), O60755 | HEK293 GalR3-CNG cAMP membrane potential fluorescence; galR3 body fused to GalR1 C-terminus | inhibition, % at 3 µM | 360,000 compounds, 0.44% hits;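 active means inhibition above the screen-wide average plus 3 SD, cut at about 13% in these data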;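 further: forskolin and galanin both at EC90 stimulate the cells; cAMP rise reported by CNG channel membrane potential dye signal; 0% = forskolin plus galanin with DMSO and 100% = forskolin alone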
Target sequence (O60755 1-299 limits assumed): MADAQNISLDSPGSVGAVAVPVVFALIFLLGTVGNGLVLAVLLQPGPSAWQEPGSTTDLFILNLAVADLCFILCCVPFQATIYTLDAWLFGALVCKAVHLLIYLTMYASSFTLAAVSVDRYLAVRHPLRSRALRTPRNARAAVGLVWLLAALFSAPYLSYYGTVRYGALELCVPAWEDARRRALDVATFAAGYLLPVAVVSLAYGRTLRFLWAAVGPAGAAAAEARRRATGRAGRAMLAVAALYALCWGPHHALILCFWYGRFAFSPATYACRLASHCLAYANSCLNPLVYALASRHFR
Starred values were filed as active, the others as inactive. This is a subset; the hit share may differ from the screen's.

SMILES	GalR3 antag
COc1ccc(C2=Nc3ccccc3NC(=O)C2N(CCCn2ccnc2)C(=O)c2cccc(S(C)(=O)=O)c2)cc1 (centres undefined)	-2
CC1=CC(C)(C)NC(=S)N1c1ccc([N+](=O)[O-])cc1	-7
CN(Cc1ccc([N+](=O)[O-])cc1)c1ccccc1	-5
CCc1nc2ccc(C(=O)NCCCn3ccnc3)cn2c1N(CC)Cc1cccc(Br)c1	2
O=C(NC1CCCCC1)c1cccc2c(-c3ccc(F)c(F)c3)coc12	-9
C[C@H](O)[C@@H]1C(=O)N2CCc3c([nH]c4ccccc34)[C@@H]2C[C@@H]1N(C)C(=O)Nc1cc(Cl)cc(Cl)c1	-5
COc1ccc(CNS(=O)(=O)CCNCc2ccco2)cc1	0
C[C@H](c1ccccc1)N1C[C@@H](COCc2ccccc2)Oc2cccc(N3CCCC3)c2S1(=O)=O	-6
CCc1ccc2c(c1)NC(=O)C2(C)Cc1ccc(Cl)cc1 (centres undefined)	-5
O=[N+]([O-])c1cccc(S(=O)(=O)Nc2cccc(-c3ccc(N4CCCC4)nn3)c2)c1	-3
CCCNC(=O)C1(C)CCCN(C(=O)COCc2ccccc2)C1 (centres undefined)	-3
CNc1cc(-c2c(OC)cccc2OC)ncn1	1
Cc1ccc(NC(=O)c2cccc(S(=O)(=O)Nc3c(C)n(C)n(-c4ccccc4)c3=O)c2)cc1C	-7
COC(=O)c1cc2c(c3c4cc(OC)ccc4n(S(=O)(=O)c4ccc(F)cc4)c13)C(=O)N(CC(C)C)C2	-2
COc1cc(NC(=O)CCc2c(C)noc2C)c(C(=O)O)cc1OC	-2
CCCCN(C(=O)COc1ccc(F)cc1)c1c(N)n(CC(C)C)c(=O)[nH]c1=O	-8
O=C(NCc1ccncc1)C1Cc2c(-c3ccc(Cl)cc3)ccnc2O1 (centres undefined)	-1
c1ccc(-c2nn3c(-c4ccccc4)nnc3o2)cc1	-1
CC(C)C[C@@H](CN1CCC[C@@H]1CN1C(=O)C(=O)NC[C@@H]1Cc1ccccc1)N1C[C@H](Cc2ccc(O)cc2)N(CC2CCCCC2)C(=O)C1=O	-2
C[C@H]1CN([C@@H](C)CO)C(=O)c2cc(C#CC3(O)CCCC3)cnc2O[C@H]1CN(C)C(=O)C1CC1	-2
CCN(CC(=O)Nc1ccc(OC)cc1)C(=O)C1CC(=O)N(Cc2ccccc2)C1 (centres undefined)	-7
O=C(C[C@H]1C[C@@H]2c3cc(NS(=O)(=O)c4ccccc4)ccc3O[C@@H]2[C@H](CO)O1)NC1CCCC1	-4
C[C@@H]1C=CCCO[C@]12C(=O)Nc1ccccc12	-7
CCN(CC(=O)Nc1ccc(OC)cc1)CC(=O)Nc1cccc(S(=O)(=O)N2CCOCC2)c1	-6
Cc1nc(Nc2ccc(Cl)c(Cl)c2)sc1C(/C=C/c1ccc2c(c1)OCO2)=NNc1ccc([N+](=O)[O-])cc1[N+](=O)[O-]	-6
Nc1[nH]c(C(=O)c2ccccc2)c(-c2cccc3ccccc23)c1C(=O)NCc1ccccc1	-6
O=C(CC1CCCC1)N[C@@H](Cc1cccnc1)C(=O)N1CCC[C@H]1C(=O)NCCc1ccccc1Cl	-6
O=C(Nc1cccc(C(F)(F)F)c1)c1ccc(-c2ccc(F)c(F)c2)c2ccoc12	-5
O=C(CCN1CCCCC1)N1CCc2c([nH]c3ccccc23)C1c1cccnc1 (centres undefined)	-4
COc1ccccc1CCNC(=O)CSCC(=O)Nc1ccccc1F	-1

Structural class: the compounds so far containing a Cl atom.
SMILES	GalR3 antag
C[C@H](O)[C@@H]1C(=O)N2CCc3c([nH]c4ccccc34)[C@@H]2C[C@@H]1N(C)C(=O)Nc1cc(Cl)cc(Cl)c1	-5
CCc1ccc2c(c1)NC(=O)C2(C)Cc1ccc(Cl)cc1 (centres undefined)	-5
O=C(NCc1ccncc1)C1Cc2c(-c3ccc(Cl)cc3)ccnc2O1 (centres undefined)	-1
Cc1nc(Nc2ccc(Cl)c(Cl)c2)sc1C(/C=C/c1ccc2c(c1)OCO2)=NNc1ccc([N+](=O)[O-])cc1[N+](=O)[O-]	-6
O=C(CC1CCCC1)N[C@@H](Cc1cccnc1)C(=O)N1CCC[C@H]1C(=O)NCCc1ccccc1Cl	-6

Other compounds.
SMILES	GalR3 antag
COCCCNC(=O)C[C@H]1C[C@H](C(=O)N2CCOCC2)[C@@]2(CCC3CCCC3)c3[nH]c4cc(-c5ccco5)ccc4c3CCN2C1=O	-1
CN(Cc1ccccc1)C(=O)COC(=O)c1ccc(-n2cnnn2)cc1	-4
COc1ccc(CNC(=O)c2ccc3nc(C)c(N(C)Cc4ccc(NC(C)=O)cc4)n3c2)cc1	-2
C[C@@H]1CN([C@@H](C)CO)C(=O)CCCn2cc(nn2)CO[C@H]1CN(C)C(=O)Nc1cccc(C(F)(F)F)c1	1
CCCCCCCCN1C(=O)[C@@H](CC(=O)N2CCCC2)C[C@@]2(C(=O)OC)C1=C[C@H](C(C)(C)C)O[C@@H]2C	-7
COC1=CC(=O)OC(c2cccc([N+](=O)[O-])c2)C1 (centres undefined)	-3
O=C(COC(=O)c1cncc(Br)c1)NCC12CC3CC(CC(C3)C1)C2	-2
O=C(Nc1ccc(F)c(Cl)c1)c1cc(C2CCCN(C(=O)C3CC3)C2)on1 (centres undefined)	-4
Cc1ccc(CN2CC=CCS2(=O)=O)cc1	3
COc1ccc([C@H]2C[C@H](O)[C@@H](n3cc(C4CC4)nn3)CN2C(=O)c2cccs2)cc1	-5
Cc1ccc(F)c(S(=O)(=O)NC(=O)C2(C)CCN2C(=O)Cc2ccc(Cl)cc2Cl)c1 (centres undefined)	-8
CCCNC(=O)C1(C)CCCN(Cc2noc(-c3c(C)noc3C)n2)C1 (centres undefined)	-3
O=C1c2ccccc2CCC12OC2c1ccc([N+](=O)[O-])cc1 (centres undefined)	-1
CNc1ncnc2c1ncn2[C@H]1CN(Cc2ccc(Cl)cc2)C[C@@H](CO)O1	-7
COc1cc2cc(C(=O)NCCc3c[nH]c4ccccc34)c(N)nc2cc1OC	-2
O=C(CC1c2cc(F)ccc2C=C(c2ccsc2)N1c1ccc(C#CCCO)cc1)c1ccco1 (centres undefined)	-1
CC(C)NC(=O)C1(C)CN(S(C)(=O)=O)CC(=O)N1C1CCN(Cc2ccccc2)CC1 (centres undefined)	-5
CC(Sc1nc2ncc(Cl)cc2[nH]1)C(=O)Nc1ccccc1[N+](=O)[O-] (centres undefined)	-5
CCc1c(-c2ccc(F)cc2F)ncn1CCc1ccccc1OC	-8
COc1cc(-c2cnc3c(NC=O)cc(-c4ccc(S(C)(=O)=O)cc4)cn23)cc(OC)c1OC	-4
COC(=O)c1ccccc1S(=O)(=O)N1CCC(C(=O)NCc2ccccn2)CC1	-5
Cc1ccc(OC(=O)c2ccccc2)cc1C	-3
O=C(NN=Cc1ccc2c(c1)CCC2)c1ccccc1[N+](=O)[O-]	-5
Cc1cc(Br)c2nc(-c3cccc(Br)c3)c(Cc3cccc(Cl)c3)n2c1	-3
OC[C@@H]1CN(Cc2ccc(-c3ccccc3)cc2)C[C@H](n2cnc3c(NCc4ccco4)ncnc32)O1	-5
O=C(Nc1ccccc1F)c1nc[nH]c1C(=O)NCc1ccccc1	-5
COc1ccc(NC(=O)c2cc(-c3cc(C)cs3)[nH]n2)cc1OC	-1
NC(c1ccccc1)c1csc(Nc2ccc(C(=O)NCCO)cc2)n1 (centres undefined)	-5
CCCCn1nnnc1C(c1ccccc1)N1CCN(c2ccc(C(F)(F)F)cn2)CC1 (centres undefined)	-4
COc1cccc(C(CCc2cc(OC)c(OC)c(OC)c2)NC(C)=O)c1 (centres undefined)	-1
Cc1ccc(C(C)C)c(OCC(=O)NNC(=O)C2CSC3(C)CCC(=O)N23)c1 (centres undefined)	1
CCOC(=O)[C@]12CCC=C1N(Cc1ccc(Cl)cc1Cl)C(=O)[C@H](CC(=O)NCc1ccc(C)o1)C2	-5
CC(c1ccccc1)N1CC(C(=O)N2CCN(Cc3ccc(C#N)cc3)CC2)CC1=O (centres undefined)	-2
O=S(=O)(c1ccccc1)N1CCCc2nc(-c3ccccc3)ccc21	-4
CC(=O)Nc1ccc(OCCCN2CCC(C(O)(c3ccccc3)c3ccccc3)CC2)cc1	-8
O=[N+]([O-])c1ccccc1N(S(=O)(=O)c1ccccc1)S(=O)(=O)c1ccccc1	-5
OC[C@@H]1CN(Cc2ccc(Cl)cc2)C[C@H](n2cnc3c(NCc4ccncc4)ncnc32)O1	-3
O=c1c2ccccc2ncn1CCc1ccncc1	-2
Cc1cccc(N=C2CCCC2C(=O)Nc2cccc(C)c2C)c1C (centres undefined)	-7
CCOC(=O)[C@]12CCCC=C1N(Cc1ccc(Cl)cc1Cl)C(=O)[C@H](CC(=O)N1CCCC1)C2	-3
CC(=O)Nc1cccc(-c2ccnc3c2CC(C)(C(=O)NCc2ccco2)O3)c1 (centres undefined)	-4
CCN(CC(=O)Nc1ccccc1C(F)(F)F)C(=O)CN1C(=O)NC(C)(c2ccc3ccccc3c2)C1=O (centres undefined)	-5
CC(C)[C@@H]1Cc2[nH][nH]c(=O)c2[C@H](C(C)C)O1	-1
NS(=O)(=O)c1ccc(N2N=C(c3ccccc3)CC2c2cccc(Cl)c2)cc1 (centres undefined)	-3
CC(C)(O)C#Cc1ccc(N2C(c3ccsc3)=Cc3ccc(F)cc3C2c2c[nH]c3ccc(C#N)cc23)cc1 (centres undefined)	-6
C[C@@H]1CN([C@@H](C)CO)C(=O)CCCn2nncc2CO[C@H]1CN(C)S(=O)(=O)c1ccc2ccccc2c1	-1
COc1ccc(NC(=O)C2CC(=O)N(c3ccc(C)cc3)C2)cc1S(=O)(=O)N1CCCCC1 (centres undefined)	0
COCCCNc1c2c(nc3ccccc13)CCC2	-5
C[C@H](CO)N1C[C@H](C)[C@@H](CN(C)C(=O)c2ccc3c(c2)OCO3)Oc2cc(/C=C/c3ccccc3)ccc2S1(=O)=O	-6
CCc1c(Nc2ccccc2Cl)nc(N)[nH]c1=O	1
O=C(O)CC(C(=O)O)C(c1ccccc1)c1ccccc1 (centres undefined)	-5
COC(=O)[C@]12CCCCC=C1N(Cc1ccccc1)C(=O)[C@H](CC(=O)NCc1cccs1)C2	-3
CC1(C)OC(=O)C2=C(C[C@@H](CCOCc3ccccc3)O[C@@H]2c2ccc(F)cc2)O1	-7
CC(=NO)c1ccc2c(c1)C(=NO)c1ccccc1-2	-5
CCOC(=O)C1=CN(Cc2cccc(I)c2)S(=O)(=O)N(C)C1C (centres undefined)	-7
CC(C)(C)S(=O)N1C[C@H]2CC(=O)C=C2[C@@H]1CCO (some centres undefined)	-5
Cc1c(C(=O)OCC(O)=C(C#N)c2nc3ccccc3[nH]2)oc2ccc(Br)cc12	3
COc1ccc(CSC2=C(C#N)C(=O)NC3(CCCCC3)S2)cc1	-6
C=CC1=CCN(S(=O)(=O)C(C)(C)C)[C@H]1CCO	0
COc1ccc(N2C(=O)c3n[nH]c(C(C)C)c3C2c2ccccc2)cc1 (centres undefined)	-7

Quoted at random: 3 entries already listed, in no set order.
SMILES	GalR3 antag
CC(C)(C)S(=O)N1C[C@H]2CC(=O)C=C2[C@@H]1CCO (some centres undefined)	-5
Cc1c(C(=O)OCC(O)=C(C#N)c2nc3ccccc3[nH]2)oc2ccc(Br)cc12	3
Cc1ccc(C(C)C)c(OCC(=O)NNC(=O)C2CSC3(C)CCC(=O)N23)c1 (centres undefined)	1

Further compounds
SMILES	GalR3 antag
Cc1[nH]c(=O)[nH]c(=O)c1CCSSCCc1c(C)[nH]c(=O)[nH]c1=O	-3
CC1(C)CC(NC(=O)c2ccccc2NS(=O)(=O)c2ccc(Br)cc2)CC(C)(C)N1	-4
O=C(CNC(=O)c1cc(S(=O)(=O)N2CCOCC2)ccc1N1CCCC1)Nc1ccc(F)c(F)c1	0
NC(=S)NN=Cc1c[nH]c2nccnc12	-3
O=C(OCc1cn([C@@H]2CN(Cc3cccs3)[C@@H](c3ccc(Cl)cc3)C[C@H]2O)nn1)c1ccccc1	-8
C[C@@H]1CN([C@@H](C)CO)C(=O)CCCn2nncc2CO[C@H]1CN(C)Cc1ccc2c(c1)OCCO2	-6
Cc1c(C(=O)NCc2cccc([N+](=O)[O-])c2)sc(=O)n1Cc1cccc(F)c1	-7
O=C(c1ccc2c(c1)OCO2)c1ccc[nH]1	-2
COC(=O)[C@@]1(Cc2ccccc2)[C@H]2C(=O)N(Cc3ccccc3)C(=O)[C@H]2[C@H]2CN=C(SCc3ccccc3)N21	-6
COc1ccc(S(=O)(=O)NC(=O)C2(C)CCN2C(=O)Cc2ccc(-c3ccccc3)cc2)cc1 (centres undefined)	-6
O=C(CN1CCCCCC1)Nc1nc2ccccc2s1	-9
CC1(C(=O)NS(=O)(=O)c2cccs2)CCN1C(=O)CC1CCCCC1 (centres undefined)	-7
COC(=O)[C@]12C[C@H](CC(=O)NCC3CCCCC3)C(=O)N(Cc3ccc4c(c3)OCO4)C1=C[C@H](COCc1ccccc1)O[C@@H]2C	-9
COc1ccc(S(=O)(=O)N2CCN(C(=O)CCCN3C(=O)NC4(CCCC4)C3=O)CC2)cc1	-3
CN(Cc1ccccc1)C(=O)c1cccc(NC(=O)Cc2ccc(NC(=O)C3CCCN(C(=O)C4CCC4)C3)cc2)c1 (centres undefined)	-5
CC(=O)c1ccc(OCCCC(=O)Nc2cc(S(=O)(=O)N3CCCCC3)ccc2C)cc1	-3
CC(=O)Oc1ccc2ccc3ccc(C(C)=O)cc3c2c1	-4
COc1ccccc1-c1cnc(C(O)c2ccc(CN3CCCCC3)cc2)[nH]1 (centres undefined)	-5
C(=Cc1cnc2ccccc2n1)c1ccc2c(c1)OCO2	-3
Nc1cc(N)cc(Cc2ccccc2)c1	-7
